S100A4 MyoIIA: blocks human S100A4 binding to myosin IIA peptide. P26447. S100A4/TAMRA-MyoIIA peptide fluorescence polarization. inhibition, % at 10.7 µM. 360,000 compounds, 0.14% hits. AID 652163;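 active = mean inhibition of at least 70% across replicates, with every replicate also reaching that level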
Target sequence (P26447 whole entry, looked up): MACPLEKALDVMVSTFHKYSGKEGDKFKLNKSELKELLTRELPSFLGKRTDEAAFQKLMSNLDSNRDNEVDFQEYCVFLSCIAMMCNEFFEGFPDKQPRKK
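incubation = readout 5 min after mixing, signal stable up to 60 min | system = S100A4 monomer protein | buffer or medium = HEPES pH 7.2 with CaCl2, KCl, NaCl, DTT, Triton | benchmarks = neutral control DMSO, positive control TFP | also added = fluorescent myosin IIA peptide, 5 nM | compound dosing = one concentration per compound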
E-sel inducer: E-selectin induction on HUVECs. 260,000 compounds, 0.37% hits. HUVEC E-selectin immunofluorescence imaging; normalized: neutral wells 0, TNF-alpha wells 100. P16581. activation, % at 7.58 µM;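 active = mean E-selectin-positive cell signal at least 10% of the positive control, reached in at least 60% of replicates, without over 20% cell loss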;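 also: in these data hits start at about 27%; measured in HUVEC primary endothelial cells; signal is the percent of cells scored E-selectin positive by PE staining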
Target sequence (P16581 whole entry, looked up): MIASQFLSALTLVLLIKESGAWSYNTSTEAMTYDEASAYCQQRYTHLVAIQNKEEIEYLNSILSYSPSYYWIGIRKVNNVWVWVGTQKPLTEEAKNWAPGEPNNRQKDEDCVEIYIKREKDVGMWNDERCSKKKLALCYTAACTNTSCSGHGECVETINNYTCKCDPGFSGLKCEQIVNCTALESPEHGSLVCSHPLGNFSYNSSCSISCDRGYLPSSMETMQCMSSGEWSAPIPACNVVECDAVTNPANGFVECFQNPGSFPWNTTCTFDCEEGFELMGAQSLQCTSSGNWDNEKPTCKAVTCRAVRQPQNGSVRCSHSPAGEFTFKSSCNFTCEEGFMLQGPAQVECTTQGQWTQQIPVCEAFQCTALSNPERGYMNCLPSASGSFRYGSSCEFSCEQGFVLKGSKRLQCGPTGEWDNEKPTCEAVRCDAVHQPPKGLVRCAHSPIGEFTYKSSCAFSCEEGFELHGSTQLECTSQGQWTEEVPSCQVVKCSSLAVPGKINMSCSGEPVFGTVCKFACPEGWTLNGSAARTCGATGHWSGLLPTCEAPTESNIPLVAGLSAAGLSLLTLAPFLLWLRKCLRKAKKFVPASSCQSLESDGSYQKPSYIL
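assay system = HUVEC, human umbilical vein endothelial cells | input = 3,000 HUVEC seeded per well | medium = EGM-2 growth medium on 0.1% gelatin-coated wells | dosing = one compound dose added by pin transfer | signal = immunofluorescence imaging | read-out basis = % PE-positive cells | control set = TNF-alpha, DMSO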
RAD52 inh: inhibitors of human RAD52 DNA annealing. AID 651710. recombinant RAD52 DNA annealing, FRET fluorescence. inhibition, % at 18.7 µM. 360,000 compounds, 0.46% hits;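 active = every replicate showing at least 50% inhibition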
Xi reactivation: reactivates the inactive X chromosome in mouse fibroblasts; XiGFP mouse fibroblasts, % GFP-positive cells imaging, 3 d; cells co-treated with 5-aza-dC sensitizer; scaled so ellipticine positive control = 100%; activation, % at 7.58 µM; 360,000 compounds, 0.055% hits; AID 743238;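 active = mean normalized replicate activation at least 10% and every replicate at or above 10%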;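 also: 0% = median of on-plate neutral control wells and 100% = ellipticine 6 µM median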
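Material: XiGFP fibroblasts, SV40-immortalized; Buffer or medium: DMEM containing 5-aza-dC; Compound dosing: single point; Times: 3 days compound exposure.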
ERp5 block: inhibitors of human ERp5; ERp5 insulin aggregation, absorbance 650 nm, 90 min; inhibition, % at 9.99 µM; 350,000 compounds, 0.05% hits;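 active = mean replicate inhibition above about 25%, with every replicate also reaching it, limit read from the data, passing the limit was not always enough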
RAD54 inh: RAD54 (human) branch migration inhibition; 360,000 compounds, 0.14% hits; AID 602329; RAD54 Holliday junction branch migration, FAM/BHQ fluorescence; inhibition, % at 10.4 µM; Q92698;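 active = mean normalized replicate activity at least 40 and at least half of replicates scoring 40 or more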;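 also: 0% = median of neutral control wells and 100% = median of positive control wells; inhibitors cause a drop in the FAM fluorescence signal; in these data hits start at about 50%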
ERAP1 HTS inh: blocks human ERAP1 aminopeptidase activity | Q9NZ08 | recombinant ERAP1, Leu-AMC fluorescence, 60 min | inhibition, % at 10.7 µM | 340,000 compounds, 0.15% hits | AID 652197;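 active = mean replicate inhibition of at least 30%, or all replicates individually reaching that 30% level; inactive = mean below 30% and not every replicate reaching it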;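 also: 0% = neutral control wells and 100% = L-leucinethiol positive control wells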
esBAF inh: blocks esBAF chromatin remodeling in mouse ES cells; 350,000 compounds, 2% hits; AID 602393; Bmi1-luciferase knock-in reporter, 24 h; 100% = twice the neutral-well signal; reporter increase, % at 12.5 µM; in the data active = activation above about 40%;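 also: 0% = median of the plate's neutral control wells and 100% = double that signal; a rise in the Bmi1 reporter signal indicates esBAF inhibition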
* hit, by the source's call; . = not tested or not shown.

SMILES | S100A4 MyoIIA | E-sel inducer | RAD52 inh | Xi reactivation | ERp5 block | RAD54 inh | ERAP1 HTS inh | esBAF inh
O=C(CSc1nncs1)NC(=O)NCc1ccco1 | 0 | -1.3 | -10 | 0.3 | -5 | -1 | . | -2
CCOC(=O)C1=C(COC(=O)[C@H](C)NS(=O)(=O)c2ccc(NC(C)=O)cc2)NC(=O)NC1C (some centres not stated) | -4 | . | -12 | 0.3 | -4 | 10 | -1 | 1
C[C@H]1CN([C@@H](C)CO)C(=O)c2cc(C3=CCCCC3)cnc2O[C@H]1CN(C)Cc1ccc(C(=O)O)cc1 | 5 | -0.1 | 9 | -0.1 | 14 | 3 | 0 | -5
CCOc1ccc(C2=CSC3=NCCN23)cc1 | -3 | . | -14 | 0.0 | 4 | -6 | -2 | 3
O=C(Cc1ccccc1)NS(=O)(=O)c1ccccc1 | 0 | 0.0 | 5 | 0.4 | 0 | . | 4 | .
NC(=O)Nc1ccc(C(=O)OCC(=O)Nc2cccc(S(=O)(=O)NC3=NCCCCC3)c2)cc1 | -3 | . | -10 | 0.1 | -1 | -5 | -1 | -2
C/C=C/c1ccc([C@@H]2[C@H](CO)N(C(=O)C3CC3)C23CN(S(=O)(=O)CC)C3)cc1 | -4 | 0.0 | -11 | 0.1 | -2 | . | 0 | .
COc1ccc(C(=O)NNS(=O)(=O)c2ccc(OC)cc2)cc1 | -4 | 0.5 | 11 | 0.0 | -5 | 3 | 1 | -4
CCCC#Cc1ccc2c(c1)O[C@@H](CN(C)C(=O)CC)[C@@H](C)CN([C@@H](C)CO)S2(=O)=O | -13 | -0.2 | -6 | -1.1 | -4 | 5 | 3 | 10
Cc1cc(-c2ccc(C)c(S(=O)(=O)N3CCN(C(=O)c4ccco4)CC3)c2)on1 | 15 | . | -12 | 0.0 | 1 | 7 | -4 | -3
COc1cc(C(C)=O)ccc1OCC(=O)OCC(=O)c1cc(C)n(CC2CCCO2)c1C (configuration not stated) | -8 | -0.3 | -8 | 0.1 | -4 | -8 | 0 | 2
CCc1nc(SCC(=O)NCc2ccccc2)c2c(=O)n(C)c(=O)n(C)c2n1 | 2 | 0.0 | 2 | 0.2 | -2 | 2 | 2 | -9
C[C@@H]1CN([C@@H](C)CO)C(=O)c2cccc(NC(=O)Nc3ccc(F)cc3)c2O[C@H]1CN(C)Cc1ccc(Oc2ccccc2)cc1 | 4 | 0.0 | 5 | 0.0 | -3 | 0 | 3 | 3
C[C@H](CO)N1C[C@H](C)[C@H](CN(C)C(=O)CN(C)C)Oc2ncc(-c3ccc(C#N)cc3)cc2C1=O | 1 | 0.1 | 3 | -1.0 | 3 | 6 | -3 | 7
O=C1Nc2ccccc2N=C(c2ccccc2)C1Br (configuration not stated) | -2 | . | -19 | 0.2 | 7 | . | 12 | .
C[C@@H]1CCCCO[C@H](CN(C)Cc2ccc(Cl)c(Cl)c2)[C@H](C)CN([C@@H](C)CO)C(=O)c2cc(NS(=O)(=O)c3ccccc3)ccc2O1 | 6 | 0.0 | 19 | -0.8 | -7 | -1 | -3 | 3
COc1ccc(S(=O)(=O)N2C[C@@H](O)COC[C@@H]3O[C@@H](CC(=O)N[C@H]4CCN(Cc5ccccc5)C4)CC[C@H]32)cc1 | 7 | -0.2 | 9 | 0.1 | -1 | 14 | -2 | 0
C[C@@H]1CCCCO[C@H](CN(C)C)[C@@H](C)CN([C@@H](C)CO)C(=O)c2cc(NC(=O)Nc3ccc(F)cc3)ccc2O1 | 18 | 0.0 | 8 | -0.3 | 9 | 14 | 0 | -1
COc1ccc(-c2[nH]ncc2[C@@H]2C[C@H]3CN(Cc4ccccc4C)C(=O)[C@]34CCCN24)cc1 | -5 | 0.3 | -13 | -0.1 | 2 | . | 0 | .
CO[C@H]1CN(C)C(=O)c2cc(NC(=O)CC(F)(F)F)ccc2OC[C@H](C)N(C(=O)C2CCCCC2)C[C@@H]1C | -25 | -0.1 | -46 | -0.6 | 15 | . | 2 | .

In the list so far, these contain an aryl thioether with sulfur outside any ring:
SMILES | S100A4 MyoIIA | E-sel inducer | RAD52 inh | Xi reactivation | ERp5 block | RAD54 inh | ERAP1 HTS inh | esBAF inh
O=C(CSc1nncs1)NC(=O)NCc1ccco1 | 0 | -1.3 | -10 | 0.3 | -5 | -1 | . | -2
CCc1nc(SCC(=O)NCc2ccccc2)c2c(=O)n(C)c(=O)n(C)c2n1 | 2 | 0.0 | 2 | 0.2 | -2 | 2 | 2 | -9

Continuation:
SMILES | S100A4 MyoIIA | E-sel inducer | RAD52 inh | Xi reactivation | ERp5 block | RAD54 inh | ERAP1 HTS inh | esBAF inh
CC(=O)c1cnc2scnn2c1=O | -3 | -0.3 | -17 | 0.0 | -9 | . | -8 | -5
CCOC(=O)C1CCCN(C(=O)c2cc(F)cc(F)c2)CC1 (configuration not stated) | 6 | . | -6 | 0.2 | -3 | -5 | -1 | -4
CCOc1ccc(-n2c([S-])c(C(=O)Nc3ccc(S(=O)(=O)N4CCOCC4)cc3)[n+]3cc(C(N)=O)ccc23)cc1 | 0 | . | -20 | 0.0 | 3 | . | -3 | .
CN(Cc1ccc(Cl)c(Cl)c1)C(=O)c1ccccc1SCC(=O)N1CCCC1 | -4 | -2.3 | 0 | 0.4 | 0 | . | 3 | -4
Cc1n[nH]c(=O)n1-c1ccc(C(C)C)cc1 | -2 | . | -8 | 0.0 | -5 | . | -3 | .
CC1CCc2onc(C(=O)O)c2C1 (configuration not stated) | 8 | . | -16 | 0.1 | 2 | . | 7 | -10
C[C@H]1CN([C@@H](C)CO)S(=O)(=O)c2ccc(C3=CCCCC3)cc2O[C@H]1CN(C)C(=O)c1ccncc1 | 1 | -0.3 | 14 | -1.2 | 1 | 4 | -5 | -9
CCCC#Cc1ccc2c(c1)O[C@@H](CN(C)C(=O)c1ccccn1)[C@@H](C)CN([C@H](C)CO)S2(=O)=O | 2 | 10 | 6 | -0.4 | -3 | 2 | 1 | -5
C/C(=N\Nc1ccccc1)c1cc2ccccc2oc1=O | 0 | . | -23 | 0.3 | 1 | . | 0 | .
CCn1c(SCC(=O)N2CCN(c3ccccc3)CC2)nc2c([nH]c3ccccc32)c1=O | -4 | 7.7 | -12 | 0.2 | 8 | 4 | 1 | -8
CCOC(=O)c1c(C)n(C)c2c1cc(OC(C)=O)c1ccccc12 | -6 | . | -16 | 0.0 | -1 | -2 | -3 | 6
Cn1cnc(S(=O)(=O)NC[C@H]2CC[C@H]3[C@H](CN3Cc3nccs3)O2)c1 | -1 | . | -6 | . | 8 | . | 0 | .
COc1cc(C(=O)NCCc2cc3c(OC)ccc(OC)c3[nH]c2=O)cc(OC)c1OC | 0 | . | -12 | 0.1 | 3 | . | -3 | -2
O=C(C(Cc1ccccc1)NS(=O)(=O)c1cccc2cccnc12)N1CCc2ccccc21 (configuration not stated) | -6 | . | -21 | -0.1 | -8 | 1 | . | 0
O=C(C[C@H]1C=C[C@H](NC(=O)Nc2ccc3c(c2)OCO3)[C@@H](CO)O1)NCc1ccc2c(c1)OCO2 | -4 | -0.1 | -6 | -0.4 | 15 | 8 | 8 | 4
CC(=O)c1ccc(OC(C)C)c(CSC(=N)N)c1 | -1 | 0.3 | 13 | 0.1 | 2 | . | -10 | .
Cc1cccc(C(C)(C)C)c1OCCN1CCCC1 | 1 | . | -7 | -0.1 | 0 | 7 | -4 | -3
O=C(C[C@H]1CC[C@H]2[C@@H](COC[C@@H](O)CN2C(=O)Nc2cc(Cl)cc(Cl)c2)O1)N1CCOCC1 | . | 0.0 | . | 0.3 | . | 15 | . | -3
CCc1cccc(NS(=O)(=O)c2cccc3cccnc23)c1 | -1 | . | -10 | 0.2 | 2 | -3 | 2 | -1
CC(=O)Nc1ccc(S(=O)(=O)NCc2nc(-c3ccccc3)no2)cc1 | -3 | . | -21 | 0.1 | -2 | -8 | -5 | -8
C[C@@H]1CCCCO[C@H](CN(C)C(=O)Nc2ccc3c(c2)OCO3)[C@H](C)CN([C@@H](C)CO)C(=O)c2cc(NC(=O)c3ccccc3)ccc2O1 | -2 | 0.4 | 4 | 0.3 | 0 | 6 | -1 | 19
Cc1nc2ccc(NC(=O)C3=NN(C)C(=O)CC3)cc2s1 | 2 | 1.4 | 0 | 0.0 | 8 | 3 | 4 | 28
CCOC(=O)CNC(=O)c1ccc(OCC(F)(F)F)cc1 | -13 | . | -11 | -0.1 | -3 | 7 | -1 | 13
COC(=O)[C@H](Cc1ccccc1)[C@@H](C)OS(N)(=O)=O | -1 | 0.0 | -21 | 0.0 | 2 | 4 | 2 | 4
COc1ccc(C2CC(=O)Oc3c2c(=O)n(C)c2ccccc32)c(OC)c1OC (configuration not stated) | -2 | . | -11 | 0.0 | -2 | . | -3 | .
O=C(C1CC1)N1CC[C@H]2[C@H](CO)Nc3ccc(Br)cc3[C@H]21 | -4 | -0.1 | -14 | 0.0 | 8 | -1 | 2 | 4
N#C[C@@H]1[C@@H](c2ccc(/C=C/c3ccccc3)cc2)[C@@H](CO)N1C(=O)C1CCCCC1 | 3 | 0.0 | -62 | 0.0 | 0 | -2 | -2 | 27
CC(=O)OC(COc1ccccc1)Cn1cnc2cc(C)c(C)cc21 (configuration not stated) | 6 | . | -39 | 0.1 | -2 | . | 0 | .
CC(=O)Nc1ccc(C(=O)COC(=O)CCS(=O)(=O)c2ccccc2)cc1 | 2 | 4.9 | 4 | 0.2 | 3 | 9 | 5 | -2
CC1CC(C)(C)OC(C[N+]2(C)CCCCC2)O1 (configuration not stated) | -3 | 0.0 | 1 | 0.9 | 4 | . | 5 | .
CCc1c(C)nc2c(-c3ccccc3)c(C)nn2c1Nc1ccc(NC(C)=O)cc1 | -16 | 0.6 | -12 | 0.2 | 4 | -4 | 1 | .
COc1ccc(C(=O)OC(C)C(=O)NC2CCCC2)cc1S(=O)(=O)N1CCOCC1 (configuration not stated) | 1 | 0.0 | 3 | -0.1 | 10 | -15 | 2 | 2
CO[C@H]1CN(C)C(=O)c2cc(NC(=O)Nc3ccccc3)ccc2OC[C@@H](C)NC[C@@H]1C | -3 | 0.0 | -2 | 0.0 | -4 | 9 | -3 | -3
O=C(CN1C(=O)NC(c2ccccc2)(c2ccccc2)C1=O)N1CCN(c2ccccc2F)CC1 | -16 | -0.3 | -28 | 0.0 | -9 | -3 | 1 | -1
CSc1nsc2nc(=O)c(/C=C3\C(C)=Nc4ccc(C)cc43)c(N)n12 | 21 | -2.3 | -252 | -0.1 | 4 | -14 | -2 | -5
CCCCN(C(C)=O)c1c(CC)nc2ccc(C(=O)NCCCN(C)C)cn12 | -1 | -0.1 | -5 | 0.1 | 1 | 7 | 7 | -4
C[C@@H]1CN([C@@H](C)CO)C(=O)c2cc(-c3cncnc3)cnc2O[C@@H]1CN(C)Cc1ccncc1 | 5 | 0.1 | -9 | -0.8 | 0 | 15 | -1 | -4
C[C@H](CO)N1C[C@H](C)[C@@H](CN(C)C(=O)CN(C)C)Oc2ncc(-c3ccc(C#N)cc3)cc2C1=O | 6 | 0.2 | -9 | -0.8 | 6 | -2 | 1 | 7
Cc1ccc(C)c(NC(=O)COC(=O)c2cc3ccccc3oc2=O)c1 | 15 | . | -8 | 0.3 | 8 | -1 | 0 | -2
COc1ccc(C2=NS(=O)(=O)N(C)C(C(=O)NCc3cccs3)=C2)cc1OC | -2 | . | -21 | 0.1 | 3 | 3 | -4 | 6

High-throughput results: PubChem BioAssay, Broad Institute
